KDM5B inhibitor = Primary screen for KDM5B Histone Demethylases FDH-coupled qHTS. KDM5B demethylase, FDH-coupled NADH fluorescence (FDH is formaldehyde dehydrogenase). hit rate 2.6% among 220,000. Potency, µM (top dose mostly 57.7 µM), without a hit: at the top dose activity change, negative = inhibition, actives largely listed as inhibitors; active = well fitted inhibition curve with a large enough effect; inconclusive = small, poorly fitted or top-dose-only effect; inactive = no such curve, though single readings can be large or run the other way; also: 0% is about no effect; nearly all actives have a fitted effect of over 70% in size
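KDM5BΔAP (200 nM final) in 50 mM HEPES pH 7.5, 0.01% Tween-20 was preincubated 10 min at RT with compound over a concentration range. Substrate mix (H3K4me3 12.5 µM, α-KG 25 µM, Fe²⁺, ascorbate, NAD⁺, FDH) was added, and NADH fluorescence change over 30 min gave dose-response curves.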
An asterisk follows results filed as active; i = inactive; ? = inconclusive; & = joins results of further samples; ! = not active in a repeat; [ ] = dose if it differs, or a comment. Potency is read from the fitted curve at half-maximal effect. A portion of the library; rates above refer to the full screens.

KDM5B inhibitor,mol
0.4%[86.2 µM],COc1ccc(C(=O)N[C@H]2C[C@@H](c3nc(-c4ccccc4)no3)N(C)C2)cc1
?,c1ccc(Nc2ccnc(Nc3ccccc3)n2)cc1
0.7%,CCCn1c(NCCN(CC)CC)nc2c1c(=O)[nH]c(=O)n2C
?,Cc1ccc(-c2cc(C(=O)OCC(=O)NC(=O)NC(C)C)c3ccccc3n2)o1
-19.1%,COC(=O)c1ccc(COC(=O)c2ccccc2Cl)cc1
35.5µM*,COc1ccccc1-c1nc(C(=O)NC2CC2)n2ccncc12
20.4%,C=CCC1(CO)CCCN(C(=O)Cc2ccc(CO)cc2)C1 (stereo not drawn)
-14.2%,COc1ccccc1-c1cc2nc(C)c(CCC(=O)NCc3ccc(C)cc3)c(C)n2n1
3.5%&-22.0%,COc1cccc(NC(=O)CSc2nc(=O)n(Cc3ccncc3)c3c2CCC3)c1
-4.4%,O=C(Cn1c(=O)n2nc(-c3cccc(F)c3)nc2c2ccccc21)NCc1ccc(Cl)cc1
2.3%,CCCCCCCc1ccc(/C=C/c2ccc(OCCCC)cc2)nc1
19.8%,CS(=O)(=O)NCCCNc1ccc(C(F)(F)F)cc1[N+](=O)[O-]
-1.7%,Cc1ccc(C)c(NC(=O)c2ncoc2-c2cccc(Cl)c2)c1
?,CC(=O)c1ccc(N2CCN(C(=O)Cn3ncc4c3-c3ccccc3OC4)CC2)cc1
3.3%[86.2 µM],O=C(NCc1ccncc1)[C@@H]1C[C@@H](c2ccc(F)cc2)N(Cc2ccccc2)C1
0.0%,Cc1cc(C)n(-c2ccc(NC(=O)C3CCCCN3C(=O)c3sccc3C)cc2)n1 (stereo not drawn)
-0.5%,CCOC(=O)C(C(=O)OCC)C(C(=O)OCC)(C(=O)OCC)C(C(=O)OCC)C(=O)OCC
?,CN1[C@@H](CCC(=O)NCc2ccco2)CNC(=O)[C@@H]2[C@H]1CCN2Cc1ccccn1
-13.5%,CCN(CC)S(=O)(=O)c1ccc(C(=O)NCCSc2c(-c3ccc(C)cc3)[nH]c3ccccc23)cc1
-10.5%,CCN(C(=O)c1cc2c(=O)oc3ccccc3c2s1)c1ccccc1F
35.5µM*,O=c1cc(-c2cccnc2)oc2c(-c3ccccc3F)nccc12
?,O=C(CCC[C@@H]1[C@H]2CCCN3CCC[C@@H](CN1C(=O)NC1CCCCC1)[C@@H]23)NCC1CC1
27.4%,CC(=O)Nc1nc(C)c(Oc2cccc(C(F)(F)F)c2)c(=O)[nH]1
?,COC(=O)c1ccccc1NC(=O)C1=CC(c2ccc(C)cc2)=NS(=O)(=O)N1C
14.2%[115 µM],COc1ccc2c(c1)nc1n2[C@@H](CNC(C)C)COC1
?,COCCNc1ncnc2c1c(-c1ccccc1)cn2-c1cccc(Cl)c1
-9.7%,NS(=O)(=O)c1ccc(CCNC(=O)CCC2CCN(C(=O)c3ccccc3)CC2)cc1
-17.3%,Cc1ccc(OCCSc2nc3ccc(NC(=O)COc4ccc(C)cc4)cc3s2)cc1
28.5%,CCCCCCCNC(=O)Cc1cccs1
-17.2%,CC1=C[C@@H](CNC(=O)CCC(=O)O)[C@H](C(C)C)C[C@H]1CC(=O)NCc1ccc(C#N)cc1
-34.7%,Cc1ccccc1OCc1nc(C2CN(C(=O)c3nccc4ccccc34)C2)no1
8.3%,COC(=O)C1CN(Cc2ccc(Cl)cc2)CCS(=O)(=O)N1Cc1cn(Cc2ccc(F)cc2)nn1 (stereo not drawn)
-10.8%,CCN(c1ccccc1)S(=O)(=O)c1nnc(NC(=O)COc2ccccc2F)s1
?,CC(C)(C)C(=O)NCc1ccnc2[nH]ccc12
7.0%,COc1ccc(NC(=O)Cn2nc(-c3ccncc3)ccc2=O)cc1Cl
?,O=C1[C@@H]2C[C@@H](CN2Cc2nccs2)Oc2ccccc2N1CC1CC1
-17.5%,O=C(O)c1ccc(-c2ccccc2)cc1F
?,Cc1nn2c(=O)cc(COC(=O)c3ccc(NC(=O)c4ccc(C(C)(C)C)cc4)cc3)nc2s1
4.1%,CCC(CC)c1nnc(NC(=O)c2ccc(Cl)c(S(=O)(=O)N3CCc4ccccc43)c2)s1
12.2%,COc1ccc2c(c1)CC/C(=C/c1cc(OC)c(OC)c(OC)c1)C2=O

6 of the compounds above, as a markdown table.
| SMILES | KDM5B inhibitor |
| --- | --- |
| O=C1[C@@H]2C[C@@H](CN2Cc2nccs2)Oc2ccccc2N1CC1CC1 | ? |
| CCN(c1ccccc1)S(=O)(=O)c1nnc(NC(=O)COc2ccccc2F)s1 | -10.8% |
| COC(=O)C1CN(Cc2ccc(Cl)cc2)CCS(=O)(=O)N1Cc1cn(Cc2ccc(F)cc2)nn1 (stereo not drawn) | 8.3% |
| CCC(CC)c1nnc(NC(=O)c2ccc(Cl)c(S(=O)(=O)N3CCc4ccccc43)c2)s1 | 4.1% |
| O=C(O)c1ccc(-c2ccccc2)cc1F | -17.5% |
| COc1ccc(NC(=O)Cn2nc(-c3ccncc3)ccc2=O)cc1Cl | 7.0% |

Other records
KDM5B inhibitor,mol
1.6%,Cn1cnc(S(=O)(=O)N2CCC3(CC2)CC(OCC2CC2)CCO3)c1 (stereo not drawn)
-8.3%&-7.0%,Cc1ccc(C)c(NC(=O)Cn2c(=O)n(Cc3nc(C)no3)c(=O)c3cc4c(cc32)OCO4)c1
17.8%,COc1ccc(NC(=O)C2CCN(c3nc4ccccc4o3)CC2)c(OC)c1
5.6%,CS(=O)(=O)N1CCC(C(=O)Nc2ccccc2SC2CCCC2)CC1
-9.6%,O=C(O)c1ccc(COc2ccc(F)c(Cl)c2)o1
16.5%,COc1cc(NC(=O)c2c(-n3cnnn3)sc(C)c2C)cc(OC)c1
-15.4%,CC(C)OCCN1CCC(N2CCCC2)CC1
16.7%[86.2 µM],O=C(Nc1ccccc1)[C@H]1O[C@H](CCN2CCOCC2)CC[C@@H]1O
-20.1%[86.2 µM],CC(C)NC(=O)C[C@@H]1O[C@H](CNC(=O)c2ccccc2)[C@@H](O)[C@H]1O
?,CC(=O)Nc1ccc(-c2csc(Nc3ccc(O)c(C(=O)O)c3)n2)cc1

3 of the entries above in order of their number in KDM5B inhibitor, highest first:
KDM5B inhibitor,mol
20.4%,C=CCC1(CO)CCCN(C(=O)Cc2ccc(CO)cc2)C1 (stereo not drawn)
4.1%,CCC(CC)c1nnc(NC(=O)c2ccc(Cl)c(S(=O)(=O)N3CCc4ccccc43)c2)s1
-34.7%,Cc1ccccc1OCc1nc(C2CN(C(=O)c3nccc4ccccc34)C2)no1

(next part)
KDM5B inhibitor,mol
?,CC(=O)c1cccc(NC(=O)COC(=O)c2ccc(C3Nc4ccccc4S(=O)(=O)N3)cc2)c1 (stereo not drawn)
?,CCN1c2cc(C(=O)Nc3ccc(F)c(Cl)c3)ccc2C(=O)N2CCCCC21 (stereo not drawn)
6.8%,CSc1ccc(NC(C)=O)cc1
-18.7%,COc1ccccc1CNS(=O)(=O)c1ccc(-c2cc(C(F)(F)F)on2)s1
-11.1%,O=C1C2C3C=CC(C2C(=O)N1c1ccc(O)cc1)C1C2C(=O)N(c4ccc(O)cc4)C(=O)C2C31 (stereo not drawn)
22.3%[86.2 µM],COCCn1cnc2ccc(OCc3ccc(Cl)cc3)nc2c1=O
-17.5%,CCC(C(=O)NCCc1ccc(SC)cc1)n1nc(C)c2c(C)n(-c3ccc(C)cc3)nc2c1=O (stereo not drawn)
-28.7%,O=C1N(Cc2ccc(F)cc2)CCCC12CCN(c1nc3ccccc3o1)C2 (stereo not drawn)
?,COc1cccc(CCC(=O)N[C@@H]2CN(c3ncccn3)C[C@H]2CO)c1
-8.2%,O=C(CCc1ccccc1)N1CCC2(CC1)CC(OCC1CC1)CCO2 (stereo not drawn)
15.0%,CCOc1ccc(NC(=O)c2nn(Cc3ccccc3)c(=O)c3ccccc23)cc1
13.7%,Cc1cc(C(=O)NC(c2ccc3c(c2)OCCCO3)C(C)C)c(C)s1 (stereo not drawn)
-27.1%[86.2 µM],Cn1cccc1CN1CCC2(CC1)CC(c1cccnc1)=NO2
5.8%,COCC(=O)N1CCCC(C(=O)NCCCn2nc(C)c(Cl)c2C)C1 (stereo not drawn)
?,CC1=C(C(=O)OC(C)(C)C)C(c2ccccc2)N2C(CC(=O)NCc3ccco3)=CSC2=N1 (stereo not drawn)
33.7%,CCn1cc(C(=O)N(C)c2ccc(OC)cc2OC)c2cc(OC)c(OC)cc2c1=O
4.6%[86.2 µM],CC1(C(=O)NCC2CCCO2)COCc2cnc(Nc3ccccc3)nc21 (stereo not drawn)
15.8µM*!,Cn1c(Cn2cccn2)nnc1C1CC(NC(=O)c2sccc2N)C1 (stereo not drawn)
13.1%,O=C(O)c1cnc(-c2ccccc2)nc1
?,Nc1cc(C(=O)OCc2cccc(F)c2F)ccc1Cl
?,Nc1ccc(S(=O)(=O)O)c2cccc(S(=O)(=O)O)c12
-15.4%,COc1ccc(CC(=O)N(Cc2nc(-c3ccc(C)cc3)no2)C(C)C)cc1
20µM*,COC(=O)CNC(=O)c1nc(-c2ccc(Cl)cc2)c2ccccn12
20.8%,NC(=O)C1CCN(C(=O)c2cc(-c3ccncc3)nc3ccccc23)CC1
?,CCOC(=O)c1[nH]c2ccc(F)cc2c1NC(=O)CCC1CCCC1
33.1%[115 µM],Clc1ccccc1CNC[C@H]1Cn2ccnc2CO1
23.4%,CC(C)C(=N)N
7.0%,O=C(O)C(F)(F)C12OC3C4C5CC(C6C5C3C61)C42 (stereo not drawn)
-28.3%,CCOc1ccc(CCNC(=O)Cn2c(=O)c3cccn3c3ccc(F)cc32)cc1OCC
28.5%,O=C(NC[C@H]1O[C@H](Cc2cc(COc3ccccc3)on2)CC[C@@H]1O)Nc1cccc(F)c1
18.4%,Cc1ccc(CCNC(=O)NCc2noc3ccc(C)cc23)cc1
?,COc1cc2c(cc1/C=C(/C#N)c1ccccn1)OC(C)C2 (stereo not drawn)
2.7%,COc1ccccc1CC(=O)Nc1nc(C)c(C(C)=O)s1
-4.5%,CC1=C(c2ccc(C)c(C)c2)S(=O)(=O)N=C1N1CCC(C(=O)Nc2ccc(Cl)cc2)CC1
2.5%,COc1ccccc1-c1c(C(F)(F)F)oc2cc(OC(=O)C3CC3)ccc2c1=O
3.3%,CC1(C)c2ccccc2N2CC(=O)N[C@@]21/C=C/c1ccc(Cl)cc1
18.6%,Cc1ccccc1OCCN
2.1%,CC(=O)Nc1ccc(NC(=O)c2cc(CN3CCCC3)on2)cc1
?,COc1ccc(-c2c(C#N)c(N)nc3c2CN(C)CC3)c(OC)c1
5.5%,Cn1c(=O)c2c(ncn2CCC(=O)Nc2cccc(Cl)c2)n(C)c1=O
11.2%,CCc1cc(=O)n(CC(=O)Nc2ccccc2F)c(-c2ccccc2)n1
-4.8%,CC(COc1cccc(OC(F)(F)F)c1)CN1CCC(C(O)(c2ccccc2)c2ccccc2)CC1 (stereo not drawn)
-17.2%,CCOc1ccccc1NC(=O)Cn1c(-c2ccc(F)cc2)nc(C)c(CCO)c1=O
72.3%[activator],COc1ccc(-c2c(C)c3cc(OC(=O)C(C)C)ccc3oc2=O)cc1
13.2%,COc1ccccc1C(=O)N1CCC(C(NC(=O)c2ccccc2C)C(=O)N2CCCC2)CC1 (stereo not drawn)
-0.5%,COc1cc(C)ccc1OCc1cc(C(=O)N(C)Cc2ncccc2C)no1
?,COc1ccc2c(C)c(CC(=O)N3CCOCC3)c(=O)oc2c1
28.2µM*,C=CCNC(=O)CC1COc2ccc(C(=O)NCCOC)cc2N1C (stereo not drawn)
3.6%,O=C(NCC1CN(Cc2ccccc2)CCO1)C1CCC1 (stereo not drawn)
i,Cc1cc2c(-c3cccc(CO)c3)nc(-c3c(C)noc3C)cc2[nH]1

(continued)
KDM5B inhibitor,mol
-7.1%[86.2 µM],Cn1cc(CN2CCN3C(=O)N(Cc4ccc(F)cc4)C[C@H]3C2)cn1
24.8%,CCCCCCc1cc2c3c(c(=O)oc2cc1OCC(=O)C(C)(C)C)CCCC3
12.0%,CCc1ccc(-c2nn(-c3ccccc3)cc2/C=N/O)cc1
284.4%[activator],Cc1oc(-c2nc(C#N)c(NCCN(C)C)o2)cc1S(=O)(=O)N(C)Cc1ccccc1
-18.3%,CCCCCN(Cc1ccc(F)cc1)C(=O)C(C)NC(N)=O (stereo not drawn)
-6.4%,CC(C)(C)c1ccc(-c2cc(C[C@H]3CNCC[C@H]3CC(=O)NCCN3CCOCC3)no2)cc1
-1.8%,Cc1ncc(C(=O)N2CCC3(CC2)Nc2ccccc2NC3=O)c(=O)[nH]1
-11.9%,O=C(Cc1cccc(F)c1)N1CCOc2ccc(CN3CCc4ccccc4C3)cc2C1
-2.3%,COc1ccc(C=O)cc1CSc1ccccn1
?,COc1ccccc1C(=O)Nc1nnc(S(=O)(=O)N(C)c2ccc(Cl)cc2)s1
12.9%,COc1ccc(NC(=O)C(=O)c2c[nH]c3ccc(Br)cc23)cc1
20.4%[86.2 µM],O=C(NC[C@H]1OC[C@@H](NCc2ccccn2)[C@@H]1O)c1cccs1
17.3%,Cc1ccc(NC(=O)C2CCN(C(=O)c3ncn4c3COC(c3ccccc3)C4)CC2)cc1C (stereo not drawn)
-8.0%,O=C(NC1CCCCC1)C1(c2ccccc2)CCOCC1
14.4%,Cc1[nH]c(=O)[nH]c(=O)c1S(=O)(=O)Nc1ccc(Cl)c(Cl)c1
-9.5%,Cc1cc(NC(=O)CSc2ncc(C(=O)Nc3ccc(C)c(C)c3)c(=O)n2C)no1
12.9%,Cc1ccc(C)c(OCC(O)Cn2cnc3ncccc3c2=O)c1 (stereo not drawn)
1.4%,CN(CC(=O)Nc1ccccc1C(=O)NC1CC1)Cc1ccc(F)cc1
